KB-V1 MDR tox: KB-V1 MDR subline cytotoxicity. AID 1347076. 400,000 compounds, 3.4% hits. KB-V1 MDR cells viability, CellTiter-Glo, 72 h. Potency, µM (top dose mostly 46.1 µM), inactives show at the top dose activity change, negative = cytotoxicity, usual class: cytotoxic; note: potency is the fitted concentration of half-maximal effect; % is set by controls: 0 for no effect and ±100 for the full control effect; nearly all actives have a fitted effect of over 60% in size
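Cells of the MDR subline KB-V1 are plated, dosed with compound at multiple concentrations, and incubated 72 h at 37 degrees C; CellTiter-Glo is then added and luminescence read after 10 min.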
MCF10A rerep: DNA re-replication induction in MCF 10a cells | MCF 10A DNA re-replication, Hoechst nuclear intensity, 48 h | Potency, µM (highest dose often 46.1 µM), for the others: at the top dose activity, positive = re-replication, hits mostly activators | 350,000 compounds, 2.9% hits | AID 624296; note: potency is the fitted concentration of half-maximal effect; % of control where 0% means no effect; nearly all actives have a fitted effect of over 50% in size
S2 tox: viability counter-screen for ATXN expression inhibitors. S2 cells (HEK-293 line with an ATXN2-luciferase reporter) viability, CellTiter-Fluor protease fluorescence, 24 h. Potency, µM (titrated, usually from 56.7 µM), actives largely listed as cytotoxic. 400,000 compounds, 0.49% hits; note: potency is the fitted concentration of half-maximal effect; nearly all actives have a fitted effect of over 40% in size
HT1080-NT tox: kills 2HG-producing HT-1080-NT fibrosarcoma cells | 360,000 compounds, 1.6% hits | AID 686970 | Potency, µM (highest dose often 46.1 µM), for the others: at the highest dose activity, negative = less viability, actives largely listed as cytotoxic | HT-1080-NT fibrosarcoma viability, CellTiter-Glo ATP luminescence, 48 h;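 note: NT is the 2HG producing partner of a matched IDH1 knockdown line; potency is the fitted concentration of half-maximal effect; 0% = DMSO-treated cells and -100% = media-only wells without cells; nearly all actives have a fitted effect of over 55% in size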
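Toxicity toward the 2HG-producing NT line was scored as %Activity, normalised to DMSO and no-cell wells, from CellTiter-Glo luminescence after 48 hours' treatment.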
KB-3-1 cytotox: KB-3-1 parental cell cytotoxicity. 400,000 compounds, 1.4% hits. Potency, µM (doses to about 46.1 µM), inactives show top-dose activity change, negative = cytotoxic, usual class: cytotoxic. KB-3-1 viability, CellTiter-Glo ATP luminescence, 72 h; note: potency is the fitted concentration of half-maximal effect; % is set by controls: 0 for no effect and ±100 for the full control effect; nearly all actives have a fitted effect of over 60% in size
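Using CellTiter-Glo luminescence, growth of non-resistant KB-3-1 adenocarcinoma cells is assessed 72 h after pin-tool compound addition at 37 °C. Normalized responses across the concentration series yield fitted curves.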
HT1080 IDH1KD tx: kills HT-1080 cells with IDH1 knockdown | HT-1080 IDH1 knockdown viability, ATP luminescence, 48 h | Potency, µM (doses to about 46.1 µM), for the others: top-dose activity, negative = toxicity, usual class: cytotoxic | 360,000 compounds, 2% hits | AID 686971;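 note: potency is the fitted concentration of half-maximal effect; 0% = DMSO wells and -100% = cell-free medium wells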
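Viability of IDH1-knockdown HT-1080 fibrosarcoma cells was assessed by CellTiter-Glo after 48 h at 37 °C with titrated compound; concentration-effect curves were classified by fit quality and response size.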
IL-1B inflam inh: inhibitors of inflammasome signaling (IL-1 beta secretion) | AID 743279 | THP-1 LPS/ATP IL-1B secretion, AlphaLISA, 16 h; hits give low values | 360,000 compounds, 4.7% hits | activity change, % at 57.5 µM; in the data active = activity change below about -50%; inconclusive = mostly about -30% to -49%; note: % is set by controls: 0 for no effect and ±100 for the full control effect
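THP-1 cells pretreated 1 hr with compounds (up to 57.5 uM final), then stimulated with LPS (250 ng/mL final) plus ATP (1.25 mM final); secreted IL-1B measured by AlphaLISA after 16 hr, decreased signal indicating inhibition.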
SW480 rereplic: inducers of DNA re-replication in SW480 colon cancer cells; 340,000 compounds, 1.8% hits; AID 624297; Potency, µM (top dose mostly 46.1 µM), inactives show at the highest dose re-replication activation, most hits filed as activators; SW480 DNA re-replication, Hoechst DNA content imaging, 48 h; note: potency is the fitted concentration of half-maximal effect; % of control where 0% means no effect; nearly all actives have a fitted effect of over 55% in size
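DNA re-replication was detected as more nuclei of elevated Hoechst intensity after 48 hr exposure to compound (23 nL pinned per well of 250 cells).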
ATXN2 expr inh: inhibitors of ATXN2 expression | HEK-293 ATXN2-luciferase reporter, luminescence, 24 h | Potency, µM (titrated, usually from 57 µM), inactives show at the highest dose activity change, negative = inhibition, usual class: inhibitors | 360,000 compounds, 0.72% hits | AID 1745845; note: potency is the fitted concentration of half-maximal effect; % is set by controls: 0 for no effect and ±100 for the full control effect; nearly all actives have a fitted effect of over 55% in size
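ATXN2-luciferase reporter cells (luciferase flanked by upstream and downstream ATXN2 gene portions) were treated 24 h at 37 °C with compounds at up to 57 uM. SteadyGlo luminescence gave expression; GF-AFC fluorescence gave viability.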
The depositor's hits bear a star; i = inactive; ? = inconclusive; / = not tested or not shown; & = joins results of further samples; [ ] = remark or other dose. Unless noted, calls come from the whole dose curve; as a rule, active = well fitted curve in the direction sought with a large enough effect; inconclusive = small, poorly fitted or top-dose-only effect, or another doubt; inactive = no such curve, though single readings can be large; an effect the other way counts as inactive or inconclusive.

SMILES | KB-V1 MDR tox | MCF10A rerep | S2 tox | HT1080-NT tox | KB-3-1 cytotox | HT1080 IDH1KD tx | IL-1B inflam inh | SW480 rereplic | ATXN2 expr inh
CCOC(=O)c1sc(NC(=O)COC(=O)C(CCSC)NC(C)=O)nc1C (stereo not drawn) | 3% | 2% | i | 28% | -3% | -1% | -3 | 1% | -17%
O=C(C[C@@H]1C/C=C\CCC(=O)OC[C@H](Cc2ccccc2)NC1=O)N[C@@H](CO)Cc1ccccc1 | -11% | 6% | i | 18% | 0% | 9% | -4 | ? | 1%
O=C(Nc1nc(-c2ccc(F)c(F)c2)cs1)C1=COCCO1 | 4% | ? | i | -2% | -17% | 1% | -25 | ? | 6%
Cc1ccc[n+](-c2[nH]c(=O)sc2/C=N/NC(=O)c2ccccc2[O-])c1 | -4% | -7% | i | 1% | 0% | -1% | 0 | / | 5%
CC(=O)Oc1ccc(NC(=O)Cc2ccccc2)cc1 | 15% | -4% | i | 4% | -2% | 2% | -11 | -8% | 0%
Cc1ccc(/C=C/C(=O)Nc2nnc(C)s2)o1 | -10% | -6% | i | 24% | ? | 19% | 0 | 4% | 24%
CCOC(=O)c1c(C)[nH]c(C)c1S(=O)(=O)NCCc1cccs1 | 1% | 8% | i | -8% | -11% | 0% | -5 | -6% | /
COc1ccc(S(=O)(=O)Cc2ccc(C(=O)O)o2)cc1 | ? | -5% | i | 7% | ? | 1% | 9 | -1% | -3%
COc1ccc(NC(=O)CN(CC(=O)Nc2ccc(OC)cc2)C(C)(C)CO)cc1 | -1% | ? | i | -25% | -21% | ? | 8 | 2% | -25%
OC1CCCCC1Sc1nc2ccccc2s1 (stereo not drawn) | -23% | 1% | i | 0% | 29% | -7% | 12 | -22% | 49%[activator]
CN(C)S(=O)(=O)c1cccc(NC(=O)c2c[nH]c3ccccc23)c1 | ? | 9% | i | -24% | -3% | -27% | 27 | -7% | 34%
Cc1cc(C)cc(C(=O)NCC(=O)N2CCC(C(N)=O)CC2)c1 | 0% | 2% | i | 13% | 20% | 7% | -7 | -10% | 3%
O=C(OCCOCCOC(=O)Oc1ccccc1)Oc1ccccc1 | 3% | -2% | i | 4% | 5% | 1% | -1 | 0% | 5%
COc1ccc(C2=NN(C(N)=S)C(c3ccccc3)C2)cc1 (stereo not drawn) | ? | -1% | i | -26% | -11% | ? | -27 | ? | 21%
Cc1ccc(/C=N/Nc2ccc(F)cc2F)s1 | 2% | 7% | i | -11% | -5% | -13% | 16 | -14% | -5%
COc1cc(/C=C/C(=O)OCC(=O)c2ccc[nH]2)cc(OC)c1OC | -7% | -4% | i | 10% | 9% | 22% | 25 | -6% | 1%
Cn1c(CC(=O)NNC(=O)c2ccc(F)cc2Cl)nc2ccccc21 | 2% | -2% | i | -8% | -18% | -7% | 8 | -5% | /
O=C(c1ccco1)N1CCN(C23CC4CC(CC(C4)C2)C3)CC1 | -7% | 1% | i | 11% | 0% | 6% | 14 | -4% | 3%
Cc1cccc(N2CC(C(=O)O)CC2=O)c1 (stereo not drawn) | 9% | 3% | i | 22% | 8% | 12% | -10 | -7% | -5%
Cc1ccc(-n2ncc3c(N4CCC(Cc5ccccc5)CC4)ncnc32)cc1 | 6% | / | i | / | 14% | / | / | / | -8%
CC(OC(=O)c1ccc(NC(=O)CC#N)cc1)C(=O)NC(=O)NC1CCCCC1 (stereo not drawn) | -11% | 2% | ? | 2% | -6% | 0% | i | -1% | 1%
N#C/C=C(/N)N1CCN(c2ccc(Cl)c(Cl)c2)CC1 | -21% | 2% | i | -4% | -1% | -9% | ? | -2% | -22%
Cn1c(=O)c2c(ncn2Cc2cc(-c3ccccc3)no2)n(C)c1=O | ? | 9% | i | -29% | 0% | 3%[9.24 µM] | 0 | -1% | -11%
O=C(OCC(=O)N1CCOCC1)c1cc(=O)[nH]c2ccccc12 | 19% | -4% | i | -1% | -3% | -4% | 4 | -8% | 0%
CC(=O)Nc1ccc(NC(=O)C(NC(=O)C2CCC(C)CC2)C(C)C)cc1 (stereo not drawn) | ? | / | i | / | 2% | / | / | / | 3%
Cn1[nH]c(=O)c2ccccc2c1=O | 7% | 7% | i | 0% | -1% | 14% | 15 | 4% | -5%
O=C(Cn1cnc2cc([N+](=O)[O-])ccc2c1=O)NC1CCS(=O)(=O)C1 (stereo not drawn) | 19% | 0% | i | 9% | 24% | 1% | -15 | i[1.84 µM] | -1%
Cc1cc(C)nc(NC(=O)c2cc([N+](=O)[O-])cc([N+](=O)[O-])c2)n1 | -16% | ? | i | -5% | -6% | 1% | 25 | 12% | -8%
Nc1c(S(=O)(=O)c2ccccc2)c2nc3ccccc3nc2n1CCN1CCOCC1 | 9% | -43%[inhibitor] | i | -5% | 0% | 7% | -23 | ? | /
C/C(N)=C(/C#N)C(=O)CSc1nc2ccccc2c(=O)n1CCCOC(C)C | 0% | 9% | ? | 1% | 2% | 16% | ? | 7% | -9%
COCCCNC(=O)/C=C/c1ccc(OCc2c(F)cccc2Cl)cc1 | 5% | -1% | i | -6% | 13% | 3% | 10 | -18% | -17%[11.3 µM]
CN(C)/C=C1\C(=O)N(c2ccc(F)cc2F)C(c2cccnc2)S1(=O)=O (stereo not drawn) | 1% | 0% | ? | 20% | 1% | 16% | 8 | -7% | -11%
Cc1cccc(-c2nnc(C3CCN(S(=O)(=O)c4cccc(Cl)c4)CC3)o2)c1 | -24% | / | 1.4µM* | / | -18% | / | / | / | 1.6µM*
COc1ccc(C(=O)Nc2nnc(S(=O)(=O)N3CCOCC3)s2)cc1 | 23%&3% | 2% | ? | -2% | 14%&8% | 1% | -2 | -2% | 12%
COc1ccc(C)cc1NC(=O)c1ccc(OCc2c(C)noc2C)cc1 | -17% | 1% | i | 7% | -3% | 22% | -29 | -3% | -6%
Cc1cccc(Cn2c(=O)n(CCC(=O)NCCc3ccc(Cl)cc3)c(=O)c3sccc32)c1 | -23% | / | i | / | 2% | / | / | / | 7%
O=C(CCSCc1ccc(Cl)cc1)NCCC1=CCCCC1 | -3% | ? | i | 10% | 14% | 15% | -10 | 1% | -7%
COc1ccc(-c2nc(CS(=O)CC(=O)NC(C)CCc3ccccc3)c(C)o2)cc1OC (stereo not drawn) | 5% | 16% | i | 5% | -10% | 2% | -20 | -4% | /
COC(=O)[C@@]1(Cc2ccc(F)cc2)[C@H]2c3cc(C(=O)N4CCCC4)n(CC4CC4)c3C[C@H]2CN1C(=O)c1ccccc1 | ? | / | / | ? | -1% | ? | 0 | / | ?
COc1ccc(-n2c3c(cc(C(=O)N4CCCCC4)c2=O)C(=O)CC(C)(C)C3)cc1 | 26% | -3% | i | 6% | 5% | 5% | 1 | -4% | -6%
O=C(C[N+]12CC[N+](CC(=O)c3ccc(F)cc3)(CC1)CC2)c1ccc(F)cc1 | 26% | 10% | i | 2% | 5% | 1% | 24 | -12% | /
CSc1nc2nc3c(c(=O)n2[nH]1)CCC3 | 8% | -3% | i | 18% | 5% | 17% | 5 | -5% | -5%
COCCNC(=O)Cn1c(=O)n(C)c2ccccc21 | 0% | 2% | i | -5% | 0% | 0% | -24 | -11% | -2%
O=C(O)c1cccc(-n2sc3ccccc3c2=O)c1 | -18% | ? | ? | -2% | ? | -1% | -107* | ? | -24%
CCN(CC)S(=O)(=O)c1cccc(C(=O)N/N=C/c2ccc(O)c(O)c2O)c1 | 14% | 3% | i | ? | -14% | ? | 35 | -9% | -25%

4 entries from above, sorted by count of non-hydrogen atoms, ascending.
SMILES | KB-V1 MDR tox | MCF10A rerep | S2 tox | HT1080-NT tox | KB-3-1 cytotox | HT1080 IDH1KD tx | IL-1B inflam inh | SW480 rereplic | ATXN2 expr inh
O=C(O)c1cccc(-n2sc3ccccc3c2=O)c1 | -18% | ? | ? | -2% | ? | -1% | -107* | ? | -24%
O=C(CCSCc1ccc(Cl)cc1)NCCC1=CCCCC1 | -3% | ? | i | 10% | 14% | 15% | -10 | 1% | -7%
O=C(C[N+]12CC[N+](CC(=O)c3ccc(F)cc3)(CC1)CC2)c1ccc(F)cc1 | 26% | 10% | i | 2% | 5% | 1% | 24 | -12% | /
COc1ccc(-c2nc(CS(=O)CC(=O)NC(C)CCc3ccccc3)c(C)o2)cc1OC (stereo not drawn) | 5% | 16% | i | 5% | -10% | 2% | -20 | -4% | /

Continued:
SMILES | KB-V1 MDR tox | MCF10A rerep | S2 tox | HT1080-NT tox | KB-3-1 cytotox | HT1080 IDH1KD tx | IL-1B inflam inh | SW480 rereplic | ATXN2 expr inh
CCCCNC(=O)c1ccc(CNc2c(N3CCC(C(=O)OCC)CC3)c(=O)c2=O)cc1 | 3%&9% | 3%&-20% | ? | 8%&5% | 6%&8% | 13%&3% | 0&-5 | 0%&0% | 8%&2%
CCCNC(=O)N1CCN(Cc2ccco2)CC1 | -2% | 2% | i | 16% | 9% | 19% | -12 | -3% | -2%
COC(=O)CC1Oc2ccc(C)cc2NC1=O (stereo not drawn) | 21% | 1% | i | 15% | 19% | 15% | 23 | 0% | 6%
C[C@H](NC(=O)c1nc[nH]c1C(=O)N1CCN(c2ccccc2)CC1)C(=O)OCc1ccccc1 | -4% | ? | i | -2% | -4% | 0% | -3 | 19%[9.22 µM] | -7%
COc1ccc(-c2cnc3c(NC=O)cc(-c4ccc(S(C)(=O)=O)cc4)cn23)cc1OC | 5% | / | i | ? | ? | ? | -19 | / | -22%
O=C(NC(=S)NCc1cccnc1)c1cc(Br)ccc1Cl | ? | 13% | i | -1% | -22% | -1% | -17 | 2% | -15%
COc1cccc(SCc2noc(C(=O)NC(C)C)c2C(=O)NC(C)C)c1 | -3% | 17% | i | -4% | 9% | 3% | -3 | -6% | 10%
COc1ccc2cc(C(c3nnnn3C(C)(C)C)N3CCSCC3)c(=O)[nH]c2c1 (stereo not drawn) | 8% | -2% | i | 3% | -1% | 0% | -6 | 0% | 19%
CCc1ccc(CNCCNCC(C)O)cc1 (stereo not drawn) | ? | -9% | i | -6% | 0% | -8% | -20 | -6% | -13%
CCOn1c(=O)c(-c2ccc(OC)cc2)[n+]([O-])c2ccccc21 | -7% | -1% | i | 13% | -9% | 12% | 9 | -1% | 7%
